PKM2 act = PKM2 (human) enzyme activation. purified PKM2, Kinase-Glo ATP luminescence, activation; response scale: 0% is enzyme alone, no compound. actives 0.34% (n = 260,000). P14618. Potency, µM (series often up to 57.5 µM), for inactives: at the top dose activation, hits mostly activators. AID 1631; note: potency is the fitted concentration of half-maximal effect; % is set by controls: 0 for no effect and ±100 for the full control effect; nearly all actives have a fitted effect of over 55% in size
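Purified hPK-M2 (>95%) run at intermediate activity with 0.1 mM ADP and 0.5 mM PEP in 50 mM imidazole pH 7.2, KCl, MgCl2; 1 h room temperature. ATP formed read by Kinase-Glo luminescence; normalized to uninhibited and no-enzyme controls.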
Rab9 promoter act = activates the Rab9 promoter; Huh7 Rab9 promoter-luciferase reporter, luminescence, 24 h; Potency, µM (highest dose often 9.22 µM), without a hit: top-dose activation, negative = inhibition, usual class: activators; actives 2.8% (n = 320,000); note: potency is the fitted concentration of half-maximal effect; % of control where 0% means no effect; nearly all actives have a fitted effect of over 60% in size
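Luminescence from Amplite-detected luciferase (10 minutes, ambient) reports Rab9 promoter activation. Before that, stable Rab9-luciferase Huh7 cells (1500/well, reduced-serum OP-MEM I plus 10% FBS) were exposed to compound for 24 hours at 37C.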
Gal4-VP16 FLuc = inhibits Gal4-VP16 luciferase reporter, ROR gamma counter-screen; actives 3.5% (n = 310,000); Potency, µM (top dose mostly 53.6 µM), inactives show top-dose activity, negative = inhibition, most hits filed as inhibitors; Drosophila S2 Gal4-VP16 UAS-luciferase, luminescence, 20 h;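 note: Gal4-VP16 expression switched on by copper sulfate through the metallothionein promoter; potency is the fitted concentration of half-maximal effect; % is set by controls: 0 for no effect and ±100 for the full control effect; nearly all actives have a fitted effect of over 50% in size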
MBNL1 CUG block = MBNL1-poly(CUG) RNA binding inhibition; TR-FRET MBNL1-His/biotin-(CUG)12 binding, 665/545 ratio; Potency, µM (doses to about 57.5 µM), for the others: at the highest dose activity change, negative = inhibition, hits mostly inhibitors; AID 2675; Q9NR56; actives 0.036% (n = 280,000); active = well fitted inhibition curve with a large enough effect in the signal ratio, with a control signal flat, not every such curve was filed as active; inconclusive = small, poorly fitted or top-dose-only effect, or effect the other way, or a change in a side signal; inactive = no such curve, though single readings can be large or run the other way; the % refers to the signal ratio; note: potency is the fitted concentration of half-maximal effect; % is set by controls: 0 for no effect and ±100 for the full control effect
Target sequence (Q9NR56 whole entry, looked up): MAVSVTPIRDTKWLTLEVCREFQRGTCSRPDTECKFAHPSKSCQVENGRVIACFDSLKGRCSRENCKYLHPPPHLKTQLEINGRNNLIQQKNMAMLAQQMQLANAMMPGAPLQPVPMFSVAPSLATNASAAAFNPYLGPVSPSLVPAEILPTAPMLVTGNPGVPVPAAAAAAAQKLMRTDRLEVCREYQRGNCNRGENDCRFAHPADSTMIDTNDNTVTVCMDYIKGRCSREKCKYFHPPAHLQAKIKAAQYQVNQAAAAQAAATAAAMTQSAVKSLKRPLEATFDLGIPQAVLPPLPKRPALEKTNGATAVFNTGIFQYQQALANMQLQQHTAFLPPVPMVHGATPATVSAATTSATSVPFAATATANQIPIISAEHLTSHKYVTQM
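TR-FRET between His-tagged MBNL1 and biotin-(CUG)12 RNA, detected with Tb anti-His antibody (0.055 ng/ul) and streptavidin-XL665 (5 nM), 60 min at room temperature. Compounds titrated 92 nM to 58 uM; 665/545 nm ratio normalized to buffer and complex controls.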
FLuc counter = inhibits or activates purified firefly luciferase, miR-21 counter-screen; actives 6.9% (n = 360,000); purified FLuc, Km substrates, luminescence inhibition; P08659; AID 588342; Potency, µM (highest dose often 57.5 µM), for inactives: at the top dose activity change, negative = inhibition, most hits filed as inhibitors;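 note: potency is the fitted concentration of half-maximal effect; plate controls were vehicle for no effect and reference inhibitor for full effect; nearly all actives have a fitted effect of over 55% in size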
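Purified P. pyralis luciferase, 10 nM final, with Km-level 10 uM D-luciferin and 10 uM ATP in 50 mM Tris acetate pH 7.5, 10 mM Mg acetate, 0.01% Tween-20, 0.05% BSA; 6-point qHTS titration about 60 µM downward; luminescence read.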
RORg inh = ROR gamma (mouse) transcription inhibition; AID 2551; actives 5.4% (n = 310,000); P51450; Potency, µM (top dose mostly 53.6 µM), inactives show at the top dose activity change, negative = inhibition, hits mostly inhibitors; Drosophila S2 Gal4-RORgamma UAS-luciferase reporter, 20 h; note: potency is the fitted concentration of half-maximal effect; % is set by controls: 0 for no effect and ±100 for the full control effect; nearly all actives have a fitted effect of over 60% in size
Target sequence (P51450 whole entry, looked up, the tested form may be a part): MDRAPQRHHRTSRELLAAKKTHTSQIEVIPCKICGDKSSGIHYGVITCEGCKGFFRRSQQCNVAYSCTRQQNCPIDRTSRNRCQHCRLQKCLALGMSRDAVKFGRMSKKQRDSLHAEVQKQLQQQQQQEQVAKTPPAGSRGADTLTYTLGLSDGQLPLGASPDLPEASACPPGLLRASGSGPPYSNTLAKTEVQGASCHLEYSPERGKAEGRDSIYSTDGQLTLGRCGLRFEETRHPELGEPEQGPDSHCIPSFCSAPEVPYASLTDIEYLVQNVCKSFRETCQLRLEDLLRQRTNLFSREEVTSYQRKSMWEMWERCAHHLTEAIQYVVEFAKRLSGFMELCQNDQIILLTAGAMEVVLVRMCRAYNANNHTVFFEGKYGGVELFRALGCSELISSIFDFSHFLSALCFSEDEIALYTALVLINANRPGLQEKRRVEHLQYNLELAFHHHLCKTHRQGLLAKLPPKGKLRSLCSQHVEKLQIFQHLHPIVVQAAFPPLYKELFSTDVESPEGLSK
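Schneider cells (Drosophila), stable Gal4 DBD–ROR gamma + UAS-luc; 1 hr cmpd preincubation; Cu2+ induction 700 uM final; 20 hr ambient; luminescence.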
Mito fusion act = blocks mitochondrial division or promotes mitochondrial fusion. actives 0.23% (n = 320,000). S. cerevisiae fusion-defective mutant growth rescue, CellTiterGlo 48 h. Potency, µM (top dose mostly 46.1 µM), for the others: top-dose growth rescue (activation), usual class: activators. AID 485298;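 note: potency is the fitted concentration of half-maximal effect; % of control where 0% means no effect; nearly all actives have a fitted effect of over 45% in size; temperature-sensitive fusion mutants such as fzo1-1 at 37 °C on non-fermentable ethanol glycerol medium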
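Yeast fusion mutant, YPEG (non-fermentable carbon), compound, 48 h at 37C non-permissive; CellTiterGlo added, 10 min RT, luminescence read. Rescued growth = division inhibition.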
ELG1 DNA repair = ELG1-dependent DNA repair inhibition; HEK293T ELG1-luciferase reporter, luminescence, 16 h; DNA damage induced by 5-fluorouridine; Potency, µM (highest dose often 46.1 µM), inactives show at the top dose activity change, negative = inhibition, most hits filed as inhibitors; actives 2.3% (n = 330,000); note: potency is the fitted concentration of half-maximal effect; % is set by controls: 0 for no effect and ±100 for the full control effect; nearly all actives have a fitted effect of over 55% in size
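Reporter activity after DNA damage by 5-fluorouridine is monitored. Compound-treated cells incubate 16 hr at 37 °C, then ONE-Glo is added for 30 min before luminescence reading.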
KCNH2 3.1 inh = inhibitors of human KCNH2 3.1 potassium channel isoform; U2OS KCNH2 3.1, thallium flux FluxOr; hits give low values; activity change, % (tested at about 1.8 µM); actives 0.95% (n = 340,000); AID 720553;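 active = maximum activity change below -70%; inconclusive = maximum activity change from -70% to -50%; inactive = maximum activity change above -50%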;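 note: thallium influx rate constant from kinetic fluorescence after stimulation buffer; % is set by controls: 0 for no effect and ±100 for the full control effect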
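Virally transduced U2OS (3.1 isoform, 4 h infection in dark at RT) → overnight 37 C → FluxOr + Red40 in HBSS/HEPES, 45 min → stimulation buffer, 2 min kinetic read → rate constant vs DMSO controls.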
NPC1 promoter act = activators of NPC1 promoter. AID 485313. Huh7 NPC1 promoter luciferase reporter, 24 h. Potency, µM (highest dose often 9.22 µM), without a hit: at the highest dose activation, hits mostly activators. actives 2.4% (n = 320,000);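 note: potency is the fitted concentration of half-maximal effect; % of control where 0% means no effect; nearly all actives have a fitted effect of over 60% in size; reporter is driven by a mutant NPC1 promoter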
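Stably transfected Huh7 (NPC1 promoter→luciferase), 1500 cells/well in Opti-MEM + 10% FBS, 2 h settle, then compound 24 h at 37 °C. Luminescence after 10 min with Amplite reagent.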
Menin-MLL TR inh = menin-MLL binding inhibition, Texas Red mutant peptide. O00255. Menin + Texas Red MLL mutant peptide, fluorescence polarization. Potency, µM (titrated, usually from 61.6 µM), inactives show at the highest dose FP activity change, negative = inhibition, actives largely listed as inhibitors. actives 0.23% (n = 270,000). AID 1768; active = well fitted inhibition curve with a large enough effect in the polarisation, with a control signal flat, not every such curve was filed as active; inconclusive = small, poorly fitted or top-dose-only effect, or effect the other way, or a change in a side signal; inactive = no such curve, though single readings can be large or run the other way; the % refers to the polarisation; note: potency is the fitted concentration of half-maximal effect; % of control where 0% means no effect; many of its hits are not listed in these tables
An asterisk follows results filed as active; ? = inconclusive; . = no result given; [ ] = another dose, or the depositor's remark. Unless noted, calls come from the whole dose curve; as a rule, active = well fitted curve in the direction sought with a large enough effect; inconclusive = small, poorly fitted or top-dose-only effect, or another doubt; inactive = no such curve, though single readings can be large; an effect the other way counts as inactive or inconclusive.

SMILES	PKM2 act	Rab9 promoter act	Gal4-VP16 FLuc	MBNL1 CUG block	FLuc counter	RORg inh	Mito fusion act	ELG1 DNA repair	KCNH2 3.1 inh	NPC1 promoter act	Menin-MLL TR inh
CC(C)CC1C2C(=O)N(c3ccccc3)C(=O)C2ON1c1ccccc1 (stereo unspecified)	0%	-2%	0%	-5%	-2%	-2%	1%	8%	0	-6%	.
CCC(C)(C)n1nnnc1C(c1ccc(OC)cc1)N1CCN(C(=O)c2ccco2)CC1 (stereo unspecified)	2%	-2%	-8%	-5%	-1%	-11%	-4%	11%	-8	0%	-23%
Cc1ccc(-c2nn3c(C)nnc3s2)cc1NCc1c(F)cccc1Cl	6%	-14%	0%	-2%	-1%	?	16%	-16%	2	-13%	30%[activator]
C#CCn1c(=NC(=O)c2sc3ccccc3c2Cl)sc2cc(S(N)(=O)=O)ccc21	-3%	-3%	?	25%	-1%	-4%	-3%	0%	-4	-2%	-3%
CC(=O)c1sc(NC(=O)c2ccccc2F)nc1C	-52%	0.45µM*	?	20%	4.8µM*	?	-3%	?	1	1.4µM*	-4%
Cc1coc2c(C)c3oc(=O)c(CCC(=O)N4C[C@H]5C[C@@H](C4)c4cccc(=O)n4C5)c(C)c3cc12	3%	-3%	-8%	-11%	2%	-71%	1%	?	1	-1%	-11%
CNC(=S)N/N=C(\C)c1ccc2c(c1)OCCO2	0%	1%	8.9µM*	-12%	?	2.8µM*	-9%	?	-5	2%	-8%
Cc1ccc(S(=O)(=O)N2CCN(C(=O)COC(=O)COc3ccccc3)CC2)cc1	3%	-3%	5%	0%	1%	-2%	-2%	0%	3	2%	2%
Cn1ccnc1CN1CCN(C(=O)c2cc(COc3ccc(F)c(F)c3)on2)CC1	20%	5%	0%	7%	1%	-2%	-2%	17%	12	-3%	.
CCCCn1c(N)c(N(CCOC)C(=O)CCNC(=O)c2ccccc2Cl)c(=O)[nH]c1=O	2%	-5%	-1%	-1%	5%	7%	1%	-9%	24	1%	4%

Looked up one by one from the list above, 3 records:
SMILES	PKM2 act	Rab9 promoter act	Gal4-VP16 FLuc	MBNL1 CUG block	FLuc counter	RORg inh	Mito fusion act	ELG1 DNA repair	KCNH2 3.1 inh	NPC1 promoter act	Menin-MLL TR inh
CNC(=S)N/N=C(\C)c1ccc2c(c1)OCCO2	0%	1%	8.9µM*	-12%	?	2.8µM*	-9%	?	-5	2%	-8%
Cc1coc2c(C)c3oc(=O)c(CCC(=O)N4C[C@H]5C[C@@H](C4)c4cccc(=O)n4C5)c(C)c3cc12	3%	-3%	-8%	-11%	2%	-71%	1%	?	1	-1%	-11%
C#CCn1c(=NC(=O)c2sc3ccccc3c2Cl)sc2cc(S(N)(=O)=O)ccc21	-3%	-3%	?	25%	-1%	-4%	-3%	0%	-4	-2%	-3%

(continued)
SMILES	PKM2 act	Rab9 promoter act	Gal4-VP16 FLuc	MBNL1 CUG block	FLuc counter	RORg inh	Mito fusion act	ELG1 DNA repair	KCNH2 3.1 inh	NPC1 promoter act	Menin-MLL TR inh
Cc1cc(C)n(-c2cc(Cl)ccc2[N+](=O)[O-])n1	-2%	-5%	-17%	?	2%	-6%	7%	-15%	40	-12%	-4%
COc1cccc(F)c1C(C[N+](=O)[O-])c1c(N)n(C)c(=O)n(C)c1=O (stereo unspecified)	10%	-54%[inhibitor]	11µM*	-8%	4%	7.1µM*	-19%	18µM*	15	-26%	.
CS(=O)(=O)N1CCN(C(=O)c2ccncc2)CC1	-1%	0%	-2%	-4%	2%	13%	1%	2%	-10	-2%	1%
COc1ccc(C2CC3(O)NC(=O)C(C#N)(C3C)C2(C#N)C#N)cc1 (stereo unspecified)	0%	4%	-2%	-4%	1%	13%	-4%	0%	12	-2%	.
CC(C)(C)c1ccc(C(=O)N2CCC(C(=O)NCc3ccncc3)CC2)cc1	-14%	6%	-9%[0.365 µM]	1%	-10%	21%	-3%	2%	19	14%	13%
O=C(COc1ccc(Cl)cc1)Nc1cccc(S(=O)(=O)NC2=NCCCCC2)c1	.	-6%	.	.	15µM*	.	0%	-19%	6	3%	.
O=C(NC(=S)Nc1nc(-c2cccc3ccccc23)cs1)c1cc2ccccc2o1	-7%	-2%	?	-8%	3%	-36%	1%	16%	1	13%	25µM*
Cc1nc2sccn2c(=O)c1S(=O)(=O)NCCc1ccc(Cl)cc1	.	-2%	-3%	0%	1%	-5%	1%	9%	-14	-3%	.
Cc1ccc(NC(=O)c2cc([N+](=O)[O-])ccc2N2CCOCC2)cc1C	.	-5%	-15%	?	-4%	6%	-5%	5%	7	-2%	.
C=CC[C@@H]1C=C[C@H](O/N=C/c2ccc(C(=O)N3[C@H](c4ccc(C)cc4)[C@@H](C)CC[C@H]3C(=O)OC)cc2)[C@@H](CO)O1	-4%	-3%	-6%	-2%	8%	-25%	?	18µM*	.	-3%	?
CSCc1c(C(=O)NC2CCCc3ccccc32)oc2ccccc12 (stereo unspecified)	1%	17%	-7%	-7%	6%	12%	2%	1%	2	12%	-2%
O=C1CSC(c2cccnc2)N1c1ccccc1 (stereo unspecified)	8%	-4%	-3%	-3%	-2%	7%	3%	-14%	11	-1%	.
Cc1nc(NC(=O)c2ccccc2O)sc1C	.	3.2µM*	-3%	-8%	5.4µM*	15%	4%	?	0	4µM*	?
O=C(O)COc1cnc2ccccc2n1	0%	-3%	4%	21%	4%	26%	0%	0%	-2	-3%	0%
CC(C)(C)NC(=O)/C=C/c1ccc(C(F)(F)F)cc1	3%	-7%	1%	8%	27µM*	?	7%	?	-11	-4%	0%
COc1ccc(N=C2SC(C(N)=O)CC(=O)N2CCc2ccc(OC)c(OC)c2)cc1 (stereo unspecified)	5%	3%	-8%	-14%	-2%	4%	-2%	-27%	4	0%	-8%
O=C(NCCc1c[nH]c2ccccc12)/C(=C\c1cccnc1)NC(=O)c1cccs1	-5%	-11%	0%	2%	4%	10%	1%	-1%	-2	-2%	0%
Cc1cccc(OC(C)C(=O)Nc2ccccc2C(=O)N2CCCCC2)c1 (stereo unspecified)	2%	3%	1%	-2%	-2%	-1%	-4%	-19%	-5	-3%	.
Cc1ccc(NC(=O)C2CC(O)CN2C(=O)OCc2ccccc2)cc1C (stereo unspecified)	4%	-2%	.	-9%	5%	.	1%	0%	5	2%	-12%
NCC(O)COc1ccc2c(c1)OCO2 (stereo unspecified)	12%	-5%	-12%	-3%	1%	0%	2%	1%	5	-3%	-13%
Cc1ccc(CN(CC(O)COc2cccc3[nH]cc(C)c23)C(C)(C)C)cc1 (stereo unspecified)	.	3%	-20%	-12%	2%	-9%	5.6µM*	-19%	-74*	4%	?
CCOC(=O)C1(CC2CC2)CCN(Cc2cn[nH]c2-c2cccc(F)c2)CC1	1%	-3%	-2%	-17%	1%	2%	2%	-9%	-22	3%	-15%
O=C(COC(=O)c1cccnc1Cl)c1ccccc1	-15%	3%	3%	-3%	2.7µM*	44%	2%	?	6	13%	-9%
COc1ccc(C(=O)NCC(=O)OCc2nc(N)nc(Nc3ccccc3C)n2)cc1	.	-1%	.	.	-10%	.	0%	-3%	-4	-2%	.
CC(C)c1ccc(NC(=O)c2ccc3snnc3c2)cc1	5%	6%	-14%	?	1%	4%	3%	1%	12	-1%	.
COc1ccc(CSCC(=O)N/N=C/c2ccccc2O)cc1	-19%	-32%[inhibitor]	3.2µM*	5%	-4%	0.71µM*	-1%	?	-6	-30%	5%
CN1CCN(C(=S)NC(=O)c2ccc(C(C)(C)C)cc2)CC1	-2%	0%	2.5µM*	-10%	?	1.4µM*	-6%	8%	5	-2%	1%

2 compounds from above with just FLuc counter and KCNH2 3.1 inh:
canonical_smiles	FLuc counter	KCNH2 3.1 inh
Cc1ccc(NC(=O)c2cc([N+](=O)[O-])ccc2N2CCOCC2)cc1C	-4%	7
C=CC[C@@H]1C=C[C@H](O/N=C/c2ccc(C(=O)N3[C@H](c4ccc(C)cc4)[C@@H](C)CC[C@H]3C(=O)OC)cc2)[C@@H](CO)O1	8%	.

Only part of the results is shown. The share of hits here may be higher or lower than overall.
